OX1R antag-1 = OX1R (HCRTR1) antagonists, primary screen, fluorescence, CHO/OX1R cells, Fluo-8 calcium, orexin A | Orexin/Hypocretin receptor type 1 (Homo sapiens), O43613 | Fluo-8 calcium fluorescence | inhibition, % at 5 µM | 0.43% of 330,000 active | AID 434989, 2010;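 active = inhibition above its plate's threshold, mean inhibition of all tested compounds on the plate plus 3 SD, cut at about 37% in these data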;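 note: 0% = orexin A challenge wells and 100% = SB-334867-A antagonist wells; not every result past the cut was called active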
Target sequence (O43613 whole entry, looked up): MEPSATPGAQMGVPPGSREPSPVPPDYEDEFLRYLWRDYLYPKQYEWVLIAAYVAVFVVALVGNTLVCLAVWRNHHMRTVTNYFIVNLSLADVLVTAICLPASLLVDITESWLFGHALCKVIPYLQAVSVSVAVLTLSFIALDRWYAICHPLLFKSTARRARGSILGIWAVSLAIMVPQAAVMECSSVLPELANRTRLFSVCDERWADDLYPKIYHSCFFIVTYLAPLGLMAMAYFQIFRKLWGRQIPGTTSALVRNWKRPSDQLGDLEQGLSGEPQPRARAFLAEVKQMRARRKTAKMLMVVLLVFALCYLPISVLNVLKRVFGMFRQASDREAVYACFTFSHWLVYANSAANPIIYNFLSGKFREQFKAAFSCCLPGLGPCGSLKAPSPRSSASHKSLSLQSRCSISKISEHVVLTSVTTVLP
OX1R antag-2 = antagonists of human orexin 1 receptor (OX1R); 1.8% of 330,000 active; inhibition, % at 6.6 µM; AID 485270, 2010; Orexin/Hypocretin receptor type 1 (Homo sapiens), O43613; OX1R-expressing cells, FRET antagonist read-out; in the data active = inhibition mostly above about 38%, no sharp cut-off; inactive = mostly below about 40%;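 note: 0% = agonist challenge alone and 100% = reference antagonist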
Active calls of the source: *.

SMILES	OX1R antag-1	OX1R antag-2
CCN(CC(=O)NCc1cccs1)C(=O)c1cccc(S(=O)(=O)NC)c1	-6	7
Cc1cc(-c2n[nH]c(=S)n2-c2ccc(C)c(C)c2)no1	-3	8
CC1(C)CN(c2ccsc2C(=O)O)C1=O	-12	26
Cc1cc(S(=O)(=O)N2CCN(c3c(C)cccc3C)CC2)ccc1F	-18	26
Cc1sc2ncnc(SCC(=O)Nc3cccc(S(N)(=O)=O)c3)c2c1C	-3	12
COCCN(C(=O)COC(=O)c1nc(Cl)ccc1Cl)c1c(N)n(Cc2ccccc2)c(=O)[nH]c1=O	-10	8
CCOC(=O)C1CCCN(C(=O)c2ccc3c(c2)N(Cc2ccccc2)C(=O)c2ccccc2S3=O)C1 (configuration not stated)	-34	4
COC(=O)c1oc(-c2ccc(Cl)cc2)nc1C	-5	6
O=C(/C=C/c1ccccc1[N+](=O)[O-])OCC(=O)N1CCCC1	-16	21
Nc1nc(Nc2ccc(Cl)cc2Cl)nc(C(F)(F)F)n1	-3	14
Cc1occc1-c1nnc(SCC(=O)N2CCOCC2)n1Cc1ccco1	-21	7
COC(=O)CSc1ncccc1-c1nc2ccccc2[nH]1	-24	10
Cn1cc(/C=C2\SC(=S)N(NC(=O)c3ccccc3)C2=O)c2ccccc21	-6	18
CCOC(=O)C(NC(=O)CC)(Nc1ccccc1)C(F)(F)F (configuration not stated)	-8	9
Cc1ccccc1Cn1c(C)nc2ccccc21	13	64
COc1ccc2nc(C)cc(N3CC(C)OC(C)C3)c2c1 (configuration not stated)	0	5
CCOC(=O)c1sc(N)c(C#N)c1COC(=O)C1=COCCO1	-10	1
Nc1nc(SCC(=O)Nc2ccc3c(c2)CCC3)n[nH]1	-23	32
O=C(CSc1nc(C2CC2)nc2ccccc12)NCc1ccc2c(c1)OCO2	-6	10
Oc1c(Br)cc(Br)cc1C=NCc1ccc(F)cc1	-7	-29
CC1CCCN(S(=O)(=O)c2cc3c4c(c2)C(C)C(=O)N4CCC3)C1 (configuration not stated)	-17	7
CNC[C@H]1Oc2ccc(NC(=O)Nc3ccc(OC)cc3)cc2C(=O)N([C@@H](C)CO)C[C@H]1C	-9	-3
O=C(c1n[nH]c2ccccc12)N1CCN(S(=O)(=O)c2ccc(Cl)cc2)CC1	-5	13
COc1cccc(-c2cc(C(=O)N/N=C/c3cccc(OC)c3OC)c3ccccc3n2)c1	-25	11
Cc1ncc([N+](=O)[O-])n1CCOC(=O)c1ccc(Br)cc1	-9	33
O=C(COc1ccccc1)N1CCNC1=O	-15	4
CC(CNC(=O)CCC(=O)N1CCOc2ccccc21)c1ccccc1 (configuration not stated)	-8	14
COc1ccc(NC(=O)CN(C)C(=O)CC2CCCC2)cc1	-11	4
COc1ccccc1CN(Cc1nc2ccccc2c(=O)[nH]1)S(=O)(=O)c1ccc2ccccc2c1	-12	39
COC(=O)N1C(=O)[C@](CC(C)C)(c2ccccc2)N1C(=O)OC	-13	29

Individual results from the list.
Cc1sc2ncnc(SCC(=O)Nc3cccc(S(N)(=O)=O)c3)c2c1C – OX1R antag-2: 12
Cc1cc(-c2n[nH]c(=S)n2-c2ccc(C)c(C)c2)no1 – OX1R antag-1: -3
CCOC(=O)c1sc(N)c(C#N)c1COC(=O)C1=COCCO1 – OX1R antag-2: 1
COc1ccc2nc(C)cc(N3CC(C)OC(C)C3)c2c1 (configuration not stated) – OX1R antag-1: 0

Next records follow.
SMILES	OX1R antag-1	OX1R antag-2
O=c1c(-c2ccc(Br)cc2)[n+]([O-])c2ccccc2n1OCc1ccccn1	-30	24
CCCC1=NCCn2cccc21	-8	15
COc1ccc(N(CC(=O)N2CCCCCC2)S(=O)(=O)c2ccccc2[N+](=O)[O-])c(OC)c1	-15	31
Fc1cc(Br)ccc1NC(=S)NCCc1ccccc1	7	-5
CCOc1ccc(/C(O)=C2/C(=O)C(=O)N(CC3CCCO3)C2c2cccs2)cc1 (configuration not stated)	-3	9
O=C(NCC1CCCO1)c1ccc(N2CCCCC2)nc1 (configuration not stated)	-5	8
O=C(NCCNC(=O)c1cc(OCC(F)(F)F)ccc1OCC(F)(F)F)Nc1ccccc1	-13	30
CC(=O)c1ccc2c(ccc3ccccc32)c1	-19	22
O=C(CSc1ccccc1F)NC(=O)c1ccccc1Br	-9	2
COC(=O)C1=C(C(=O)OC)[C@@H]2N(C)c3ccc(OC)cc3[C@@]23C[C@@H](C(=O)OC)N(C(=O)c2cc(C)oc2C)C3=N1	-20	13
Nc1c2c(nc3ccc(Br)cc13)N(c1ccccc1)CC2	11	16
Cc1ccc(NC(=O)CSc2nc(C)c(C)c(C)n2)cc1S(=O)(=O)N1CCOCC1	-34	8
CCOc1nc(C)ccc1-c1noc(-c2ccccc2OC)n1	-21	7
COc1ccc(-c2cc3c(=O)n(CC(=O)NCc4cccnc4)ncn3n2)cc1	-13	1
Cc1ccc(S(=O)(=O)N(CC(=O)N/N=C/c2cccc(C)c2)c2cccc3cccnc23)cc1	-20	5
CCc1ccc(CNC(=O)C(=O)NCC2CCCO2)cc1 (configuration not stated)	-4	5
CN(C)CCCNc1oc(-c2ccc(Cl)cc2)nc1S(=O)(=O)c1ccccc1	2	7
Cc1cc(=O)[nH]c2c1c(C)nn2C1CCCC1	-10	-2
COc1ccc(CNC(=O)C[C@H]2C[C@H](C(=O)N3CCCCC3)[C@@]3(C)c4[nH]c5ccc(Cl)cc5c4CCN3C2=O)cc1OC	-26	4
COc1ccc(S(=O)(=O)N2CCCC2CNC(=O)C(=O)NCCc2ccccc2)cc1 (configuration not stated)	-8	39*
N#Cc1ccc(N[C@@H]2CCN3C(=O)c4ccccc4[C@@H]3C[C@H]2O)cc1	-2	1
CCN(CC)S(=O)(=O)c1ccc(OC(C)C)c(NC(=O)c2c3c(nc4ccccc24)CCN(Cc2ccccc2)C3)c1	-10	18
CC(C)(C)n1cnc2cc(NCc3ccc(Br)cc3)ccc21	-13	-11
CCOc1ccc(N(CC(=O)N2CCOCC2)S(=O)(=O)c2ccc(SC)cc2)cc1	-30	2
COc1ccc(NC(=O)c2ccc(NS(=O)(=O)c3cccc4cccnc34)cc2)cc1	-1	13
Cc1ccc(/C=N/n2c(-c3ccc(Cl)cc3)n[nH]c2=S)o1	-22	13
COc1ccc2[nH]c3c(c2c1)CCN1C(=O)C(CC(=O)NCc2ccc(OC)c(OC)c2)C[C@H](C(=O)N2CCCCC2)[C@@]31CCc1ccccc1 (some centres not stated)	-21	4
N#Cc1ccc(COC(=O)c2cnc(Cl)c(Cl)c2)cc1	-13	13
O=C(COC(=O)COc1ccc(Cl)cc1)NCCCc1ccccc1	0	5
Cc1cccc(NS(=O)(=O)c2cccc(C(=O)N3CCCC(C(F)(F)F)C3)c2)c1 (configuration not stated)	-5	6
CC1=CC(C)(C)N(C(=O)C(C)N2C(=O)c3ccccc3C2=O)c2ccc(C)cc21 (configuration not stated)	-12	37
CN(CC(=O)Nc1c(Cl)cccc1Cl)C(=O)Cc1cccs1	-14	3
CCCCOCCCn1cnc2c([nH]c3cc(OC)ccc32)c1=O	-27	23
N#Cc1cc([N+](=O)[O-])ccc1NC(=O)COC(=O)CCC1CCCCC1	-8	18
CCN1C(=O)C2C(C1=O)N1C(c3ccccc3)C3C(=O)N(CC)C(=O)C3N1C2c1ccccc1 (configuration not stated)	-26	5
Cc1cc(C)n(-c2nc3ccccc3nc2NCCc2ccccc2)n1	-10	8
COC(=O)CSc1nnc(NC(=O)C2CC(=O)N(c3ccc(F)cc3)C2)s1 (configuration not stated)	3	26
CN=C(Nc1ccccc1)SC1CC(=O)N(c2ccc(C(=O)OC)cc2)C1=O (configuration not stated)	-18	23
O=C(CCCCCN1C(=O)[C@@H]2Cc3ccccc3CN2C1=O)Nc1ccccc1Cl	-42	19
CC(=O)N1c2ccc(S(=O)(=O)NCC3CCC(C(=O)Nc4ncccc4C)CC3)cc2CC1C (configuration not stated)	-10	8

Entries from the list above with an aryl thioether with sulfur outside any ring, in the order listed:
SMILES	OX1R antag-1	OX1R antag-2
Cc1sc2ncnc(SCC(=O)Nc3cccc(S(N)(=O)=O)c3)c2c1C	-3	12
Cc1occc1-c1nnc(SCC(=O)N2CCOCC2)n1Cc1ccco1	-21	7
COC(=O)CSc1ncccc1-c1nc2ccccc2[nH]1	-24	10
Nc1nc(SCC(=O)Nc2ccc3c(c2)CCC3)n[nH]1	-23	32
O=C(CSc1nc(C2CC2)nc2ccccc12)NCc1ccc2c(c1)OCO2	-6	10
O=C(CSc1ccccc1F)NC(=O)c1ccccc1Br	-9	2
Cc1ccc(NC(=O)CSc2nc(C)c(C)c(C)n2)cc1S(=O)(=O)N1CCOCC1	-34	8
CCOc1ccc(N(CC(=O)N2CCOCC2)S(=O)(=O)c2ccc(SC)cc2)cc1	-30	2
COC(=O)CSc1nnc(NC(=O)C2CC(=O)N(c3ccc(F)cc3)C2)s1 (configuration not stated)	3	26

Continuation:
SMILES	OX1R antag-1	OX1R antag-2
S=C(NCCc1ccccc1)Nc1ccc(Br)cn1	-28	26
Cc1cccc(C(=O)Nc2ccc(O)cc2)c1	-1	27
CC(C)Oc1ccc(CN2CCCC(CO)(Cc3ccc(F)cc3)C2)cc1 (configuration not stated)	-26	3
CCCN1CCCc2ccccc21	7	13
N#Cc1cccc(-n2nnnc2-c2ccc3c(c2)OCO3)c1	-12	19
COP(=O)(OC)C(Nc1ccc(Cl)cc1)c1ccccc1 (configuration not stated)	-15	12
CCOc1ccc(-c2nonc2NC(=O)c2ccco2)cc1	-7	13
CCc1ccc(NC(=O)CCc2c(C)nn(-c3ccc(N4CCCCC4)nn3)c2C)cc1	-32	15
Cn1nnnc1SCc1ccc(Cl)cc1	-15	6
Cc1ccc(C(=O)c2coc3ccc(O)c(CN(C)C)c23)cc1	-19	18
O=C(COC(=O)C1C2CC3OC(=O)C1C3C2)Nc1ccc(Cl)cc1 (configuration not stated)	-11	15
Cc1nc2c3ccccc3nc(NNC(=O)CCC(=O)NCCC(C)C)n2n1	-5	14
COc1cc2oc(=O)ccc2cc1-c1c(OC)ccc2ccc(=O)oc12	-1	5
COc1cc(C)c(NC(c2ccccc2)c2ccccc2)cc1OC	-27	12
CCN1C(=O)[C@H]2[C@@H](c3ccc(-c4cccc(Cl)c4)c(OC)c3)N3CCCC[C@@]3(C(=O)OC)[C@H]2C1=O	-21	11
CCOC(=O)c1ccc(NC(=O)N2CCN(CCc3ccccc3)CC2)cc1	-20	-1
COc1ccc(N(CC(=O)NCc2ccccc2)C(=O)Cn2nnc(-c3ccccc3F)n2)cc1OC	-2	44
Cc1c(C(=O)O)oc2ccc(S(=O)(=O)N(CC(C)C)CC(C)C)cc12	-5	20
CCN1CCN(Cc2ccc(NC(=O)c3ccc(C)c(NC(=O)c4cc(-c5ccc(Br)cc5)n[nH]4)c3)cc2C(F)(F)F)CC1	-18	10
NC(=O)c1cccc(NC(=O)CCCCC(=O)Nc2cccc(C(N)=O)c2)c1	-23	-8
Cc1cc(Cl)nc2ccc(Cc3ccc4nc(Cl)cc(C)c4c3)cc12	-3	11
COc1ccc(CNC(=O)c2cc(C3CC3)nc3c2cnn3C(C)C)cc1OC	-1	3
CC(=O)NC(Cc1ccccc1)C(=O)NC1CCN(C(=O)c2cnccn2)CC1 (configuration not stated)	-12	22
CN=C(NC1CCCCC1)c1ccc([N+](=O)[O-])cc1	-2	8
COc1cc(Nc2ccc(S(=O)(=O)N3CCN(C)CC3)cc2[N+](=O)[O-])cc(OC)c1	-21	18
O=C(CSC1=NS(=O)(=O)c2cc(F)ccc2N1)NCc1ccc(F)cc1	-4	12
O=C(COc1ccccc1O)N1CCN(C(=O)c2ccco2)CC1	-9	10
Cc1ccc(NC(=O)COC(=O)C2CCC(=O)N2)c([N+](=O)[O-])c1 (configuration not stated)	-6	31
O=[N+]([O-])c1ccc(O)c2ncccc12	3	25
O=C(Nc1ccc(Cl)cc1)c1ccc(OC2CSC2)cc1	-1	7
COc1cc(N2CCCC2)c(OC)cc1/C=C(/C#N)c1cccc(Br)c1	3	1
O=C(CN1C(=O)NC2(CCOc3ccccc32)C1=O)c1ccc(Cl)s1 (configuration not stated)	-5	9
CCOc1ccc(N2CC(C(=O)Nc3ccccc3N3CCCC3)CC2=O)cc1 (configuration not stated)	-34	14
CN(CC(=O)O/N=C(\N)c1ccccn1)S(=O)(=O)c1ccccc1	-5	0
O=C(Cc1ccccc1F)NNC(=O)c1cccs1	-15	2
CC(=O)c1cccc(NC(=O)CNC(=O)Cc2cccc3ccccc23)c1	-24	11
CCOC(=O)c1ccc(N2C(=O)C(O)=C(C(C)=O)C2c2ccc([N+](=O)[O-])cc2)cc1 (configuration not stated)	-12	-1
COc1ccc(CCC2(C)NC(=O)N(C(C)C(=O)Nc3ccccc3F)C2=O)cc1 (configuration not stated)	-19	-3
COc1ccc(N(CC(=O)Nc2ccc(Cl)cc2)S(=O)(=O)c2c(C)n[nH]c2C)cc1	-31	16
O=C(C1CCN(S(=O)(=O)c2ccccc2[N+](=O)[O-])CC1)N1CCOCC1	-10	15
CSc1ccc(C(=O)C2CCCN(Cc3cccn3-c3cccnc3)C2)cc1 (configuration not stated)	-17	18
Cc1nc(N2CCN(c3ccccn3)CC2)c2c(C)c(C(=O)Nc3c(F)cc(F)cc3Br)sc2n1	-28	17
CC(=O)Cn1c(N2CCC(Cc3ccccc3)CC2)nc2c1c(=O)[nH]c(=O)n2C	-14	10
Cc1cc(OCC(=O)NCCO)ccc1Cl	9	15
CN(c1ccccc1)S(=O)(=O)c1ccc(NC(=S)Nc2ccccc2)cc1	-4	10
CCCCNc1ccc(C(CC(N)=O)NC(=O)Cc2cccc3ccccc23)cc1[N+](=O)[O-] (configuration not stated)	-21	6
CC1CCCCC1NC(=O)CSc1nnnn1-c1ccccc1 (configuration not stated)	-16	7
COc1cccc(CNC(=O)c2cc(=O)[nH]c3ccc(S(=O)(=O)N4CCOCC4)cc23)c1	-13	2

High-throughput results (PubChem)
